Source: PubChem
TSG101-PTAP inh – blocks PTAP/TSG101 interaction to inhibit HIV-1 budding; Fluorescence polarization, FITC-PTAP peptide / Tsg101 binding; Potency, µM (doses to about 115 µM), for the others: at the highest dose activity change, negative = inhibition, most hits filed as inhibitors; 340,000 tested, under 10 active; active = well fitted inhibition curve with a large enough effect in the main read-out, with a control signal flat, not every such curve was filed as active; inconclusive = small, poorly fitted or top-dose-only effect, or effect the other way, or a change in a side signal; inactive = no such curve, though single readings can be large or run the other way; also: potency is read from the fitted curve at half-maximal effect; % of control where 0% means no effect
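FP read-out: FITC-PTAP peptide, 50 nM final, binding Tsg101 binding domain, 10 uM final; 20 min, r.t.; 10 mM HEPES pH 7.5, 0.15 M NaCl, 0.01% Tween 20, 3 mM EDTA, 0.1 mM TCEP.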
S-ASM inh – blocks human secretory acid sphingomyelinase; Potency, µM (doses to about 57.5 µM), without a hit: at the top dose activity change, negative = inhibition, usual class: inhibitors; 340,000 compounds, 0.006% hits; placental ASM, HMU-PC fluorogenic substrate, 60 min; AID 504937; also: potency is read from the fitted curve at half-maximal effect
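qHTS format. ASM enzyme prepared from human placenta hydrolyses the fluorogenic substrate HMU-PC0 (9 uM final) over 60 min at 37 °C after a 10 min compound preincubation.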
Integrin act MD – integrin-mediated muscular dystrophy alleviation activation; alpha7betagal myoblasts, beta-gal FDG fluorescence, 48 h; Potency, µM (series often up to 38.3 µM), for inactives: at the highest dose activation, actives largely listed as activators; 350,000 compounds, 0.064% hits; AID 624291;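 also: potency is read from the fitted curve at half-maximal effect; 100% = response of the positive control SU9516; nearly all actives have a fitted effect of over 60% in size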
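alpha7betagal+/- myoblasts (passage 13, 250/well) treated 48 h at 37C with compounds at 1:260 dilution of DMSO stock. Lysed, then beta-galactosidase activity read as FDG fluorescence (ex 480/em 540) after 30 min, with pre-read for autofluorescence.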
TCR act – T cell receptor activation | primary human leukocytes, anti-CD3, IL-2 HTRF, 48 h | Potency, µM (top dose mostly 9.22 µM), for the others: at the top dose activation of IL-2 secretion, hits mostly activators | 330,000 tested, under 10 active | AID 504894; also: % of control where 0% means no effect
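Using a-CD3 beads without co-stimulation, primary human leukocytes were exposed to compounds for 48 hr. An HTRF IL-2 kit measured the cytokine, with europium-to-d2 energy transfer producing emission at 665nm upon 320nm excitation.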
Chronic BCR inh – blocks chronic active B-cell receptor signaling; ABC-DLBCL IkBa-CBG/CBR reporter, luminescence ratio, 4 h; Potency, µM (top dose mostly 46.1 µM), without a hit: top-dose ratio change, negative = lower green/red ratio, most hits filed as inhibitors; 340,000 compounds, 0.05% hits; active = well fitted inhibition curve with a large enough effect in the signal ratio, with a control signal flat, not every such curve was filed as active; inconclusive = small, poorly fitted or top-dose-only effect, or effect the other way, or a change in a side signal; the % refers to the signal ratio;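 also: potency is read from the fitted curve at half-maximal effect; plate controls were basal doxycycline-induced cells for no effect and cells given 10 µM MG132 for full effect; MG132 reads +100%, hits lower the ratio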
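TMD8 human ABC-DLBCL cells with doxycycline-inducible IκBα–green luciferase fusion and unfused red luciferase, in 0.5% FBS medium; compounds up to 46 uM, 4 h at 37C. Green/red luminescence ratio, filter-overlap corrected, fitted to concentration-response curves.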
Numbers without * were called inactive. Unless noted, calls follow the shape of the dose curve; as a rule, active = well fitted curve in the direction sought with a large enough effect; inconclusive = small, poorly fitted or top-dose-only effect, or another doubt; inactive = no such curve, though single readings can be large; an effect the other way counts as inactive or inconclusive.

What do the screens show for `CC(O)CNC(=O)C(=O)Nc1c2c(nn1-c1ccc(Cl)cc1)CSC2` (configuration not stated)?
Chronic BCR inh: inconclusive

How did CC12CCC(=O)C=C1CCC1C2CCC2(C)C1CCC2(O)C(=O)CO (configuration not stated) do in these assays?
TSG101-PTAP inh: 0%; S-ASM inh: 3%; TCR act: -1%

How did CCc1ccc(CCOc2ccc(CC3SC(=O)NC3=O)cc2)nc1 (configuration not stated) do in these assays?
TSG101-PTAP inh: 0%; S-ASM inh: -1%; TCR act: -12%

What do the screens show for `NC(N)=O`?
TSG101-PTAP inh: 1%; S-ASM inh: 2%; TCR act: 10%

What do the screens show for `CCOC(=O)[C@H](CCc1ccccc1)N[C@@H](C)C(=O)N1Cc2ccccc2C[C@H]1C(=O)O`?
TSG101-PTAP inh: -2%; S-ASM inh: -1%; TCR act: 7%

Results for NC1CCN(c2nc3c(cc2F)c(=O)c(C(=O)O)cn3-c2ccc(F)cc2F)C1 (configuration not stated) ?
TSG101-PTAP inh: -3%; S-ASM inh: 2%; TCR act: -1%

What do the screens show for `Oc1ccc2c(c1)OCC1(O)Cc3cc(O)c(O)cc3C21` (configuration not stated)?
TSG101-PTAP inh: -13%; S-ASM inh: -4%; Integrin act MD: -1%; TCR act: 1%

A stretch of the results above, as a working copy:
What do the screens show for `CC(O)CNC(=O)C(=O)Nc1c2c(nn1-c1ccc(Cl)cc1)CSC2` (configuration not stated)?
Chronic BCR inh: inconclusive

How did CC12CCC(=O)C=C1CCC1C2CCC2(C)C1CCC2(O)C(=O)CO (configuration not stated) do in these assays?
TSG101-PTAP inh: 0%; S-ASM inh: 3%; TCR act: -1%

How did CCc1ccc(CCOc2ccc(CC3SC(=O)NC3=O)cc2)nc1 (configuration not stated) do in these assays?
TSG101-PTAP inh: 0%; S-ASM inh: -1%; TCR act: -12%

What do the screens show for `NC(N)=O`?
TSG101-PTAP inh: 1%; S-ASM inh: 2%; TCR act: 10%

What do the screens show for `CCOC(=O)[C@H](CCc1ccccc1)N[C@@H](C)C(=O)N1Cc2ccccc2C[C@H]1C(=O)O`?
TSG101-PTAP inh: -2%; S-ASM inh: -1%; TCR act: 7%

Results for NC1CCN(c2nc3c(cc2F)c(=O)c(C(=O)O)cn3-c2ccc(F)cc2F)C1 (configuration not stated) ?
TSG101-PTAP inh: -3%; S-ASM inh: 2%; TCR act: -1%

Only part of the results is shown, so the mix of outcomes need not match the whole.
